GPR7 antag – human neuropeptides B/W receptor 1 antagonism; inhibition, % at 4.4 µM; GPR7-expressing cells, fluorescence antagonist assay; actives 1.1% (n = 290,000); P48145; in the data active = inhibition above about 16%, passing the limit was not always enough;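 note: cells stimulated with the agonist NPW; 0% = agonist with vehicle and 100% = vehicle without agonist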
Target sequence (P48145 whole entry, looked up): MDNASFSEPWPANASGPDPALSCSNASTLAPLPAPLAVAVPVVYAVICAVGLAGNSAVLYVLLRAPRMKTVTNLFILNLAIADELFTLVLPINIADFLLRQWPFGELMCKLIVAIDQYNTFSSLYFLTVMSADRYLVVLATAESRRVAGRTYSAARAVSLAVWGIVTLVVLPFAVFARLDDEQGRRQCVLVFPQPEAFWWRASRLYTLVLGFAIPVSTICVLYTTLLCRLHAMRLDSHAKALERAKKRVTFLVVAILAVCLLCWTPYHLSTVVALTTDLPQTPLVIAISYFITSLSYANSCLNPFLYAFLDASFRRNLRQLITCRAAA
V1aR counter – counter-screen for oxytocin receptor agonists: human V1a receptor agonists | P37288 | CHO-V1R cells, Fluo-8 calcium fluorescence, agonist mode; 0% DMSO, 100% 3 nM vasopressin | activation, % at 3 µM | actives 0.25% (n = 320,000) | AID 2797;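 active = activation above the mean activation of all tested compounds plus 3 SD, per screening run, cut at about 20% in these data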;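 note: signal is peak over basal fluorescence ratio across a 100 second FLIPR read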
MEKK2 mut-MEK5 – signal of MEK5 binding to mutant human MEKK2 PB1 domain; bead flow cytometry, Alexa488-MEK5 binding to MEKK2 mutant; actives 0.35% (n = 290,000); AID 1530; percent response, % at 10 µM; in the data active = percent response above about 24%, passing the limit was not always enough; note: inactives centre near 1; some results filed as inactive read as strong as hits
NALP1 inh – NALP1 inhibition. S. cerevisiae NALP1/ASC/caspase-1 growth, X-gal OD620, 72 h. inhibition, % at 10 µM. actives 0.61% (n = 280,000); in the data active = inhibition mostly above about 24%, no sharp cut-off; inactive = mostly below about 32%; note: some compounds called inactive have numbers as strong as hits
OXTR agonist – agonists of human oxytocin receptor; P30559; actives 0.32% (n = 320,000); CHO-OTR cells, Fluo-8 calcium fluorescence; normalized: DMSO 0%, oxytocin 100%; activation, % at 3 µM; AID 2435;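 active = activation above the mean of all tested compounds plus 3 SD, cutoff set per screening run, cut at about 20% in these data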;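 note: peak over basal fluorescence ratio from a 100 s FLIPR kinetic read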
Target sequence (P30559 whole entry, looked up): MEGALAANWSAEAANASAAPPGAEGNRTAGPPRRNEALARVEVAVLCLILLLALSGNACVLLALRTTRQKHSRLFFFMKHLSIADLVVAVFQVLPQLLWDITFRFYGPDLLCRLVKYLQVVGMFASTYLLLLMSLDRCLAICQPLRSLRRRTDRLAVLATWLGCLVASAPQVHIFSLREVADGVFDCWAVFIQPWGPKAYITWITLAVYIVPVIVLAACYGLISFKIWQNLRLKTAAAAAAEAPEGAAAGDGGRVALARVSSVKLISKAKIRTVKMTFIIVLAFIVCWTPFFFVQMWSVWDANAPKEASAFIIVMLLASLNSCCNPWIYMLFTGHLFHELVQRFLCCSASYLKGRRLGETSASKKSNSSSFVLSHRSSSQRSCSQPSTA
OXTR potentiator – potentiates the human oxytocin receptor response | CHO-OTR cells, Fluo-8 calcium fluorescence, potentiator mode; 0% = oxytocin EC15, 100% = EC100 | actives 0.061% (n = 320,000) | P30559 | activation, % at 3 µM;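 active = activation above that plate's cutoff, the mean activation of tested compounds plus 3 SD, cut at about 6.6% in these data, passing the limit was not always enough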;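 note: 100% uses oxytocin at 75 nM as the full agonist control; some results filed as inactive read as strong as hits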
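assay system = CHO-OTR cells, human receptor | schedule = compound 6 min at room temperature before oxytocin, 100 s read | detection = Fluo-8 intracellular calcium fluorescence, ex 470-495, em 515-575 nm | evaluation = normalized max/min fluorescence ratio, % activation | control set = EC15 oxytocin alone as 0%, 75 nM oxytocin (EC100) as 100%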
GalR3 antag – human GalR3 antagonism; O60755; HEK293 GalR3-CNG cAMP membrane potential fluorescence; galR3 body fused to GalR1 C-terminus; inhibition, % at 3 µM; actives 0.44% (n = 360,000); AID 651719;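 active = inhibition above the screen-wide average plus 3 SD, cut at about 13% in these data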;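 note: forskolin and galanin both at EC90 stimulate the cells; cAMP rise reported by CNG channel membrane potential dye signal; 0% = forskolin plus galanin with DMSO and 100% = forskolin alone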
Target sequence (O60755 1-299 limits assumed): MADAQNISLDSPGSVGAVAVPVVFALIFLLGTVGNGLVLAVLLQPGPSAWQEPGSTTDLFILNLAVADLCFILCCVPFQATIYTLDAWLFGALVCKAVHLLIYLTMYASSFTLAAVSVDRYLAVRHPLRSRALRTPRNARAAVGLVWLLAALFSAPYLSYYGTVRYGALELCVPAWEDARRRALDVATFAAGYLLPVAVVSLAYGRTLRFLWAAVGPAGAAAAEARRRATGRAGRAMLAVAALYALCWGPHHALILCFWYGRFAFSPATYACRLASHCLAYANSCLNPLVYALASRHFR
M18AAP inhibitor – blocks P. falciparum M18 aspartyl aminopeptidase; recombinant PfM18AAP, H-Glu-NHMec fluorogenic cleavage; inhibition, % at 7.35 µM; actives 1.2% (n = 290,000);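 active = inhibition above the campaign mean inhibition over all tested compounds plus 3 SD, cut at about 28% in these data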;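 note: 0% = plate median of test compound wells and 100% = 2 mM ZnCl2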
MEKK2wt PB1 HTS – raises or lowers MEK5 binding to wildtype human MEKK2 PB1 domain; bead flow cytometry, Alexa488-MEK5 binding to MEKK2 WT; actives lie on both sides; binding response (% of control), % at 10 µM; actives 1.1% (n = 290,000); AID 1531; in the data active = binding response below about 67% or above about 130%
The depositor's hits bear a star; nt = not tested or not shown; [ ] = dose if it differs, or a comment.

Every second line gives: GalR3 antag	M18AAP inhibitor	GPR7 antag	MEKK2wt PB1 HTS	MEKK2 mut-MEK5	V1aR counter	OXTR agonist	OXTR potentiator	NALP1 inh
1: CCOc1ccc(OCCC(=O)N(CCC2=CCCCC2)c2c(N)n(Cc3ccccc3)c(=O)[nH]c2=O)cc1
→ -3.0	nt	nt	nt	nt	-1.1	-0.2	-10.0	nt
2: COc1cccc(NC(=O)Cn2c(CCC(=O)O)ccc2-c2cccs2)c1
→ -2.1	-2.3	-5.5	83.0	-12.0	1.4	-0.1	-15.5	-0.4
3: Cn1nc(N)c2c(-c3ccc(Cl)cc3)c(C#N)c(N)nc21
→ -10.8	3.8	1.1	102.0	-2.0	1.2	1.1	-3.6	12.5
4: CC(C)(C)NC(=O)NC(=O)COC(=O)CNC(=O)c1cccc(F)c1
→ -3.0	-7.1	-1.6	104.0	-5.0	1.1	0.8	0.0	18.8
5: O=C1CC(O)(C(F)F)Oc2ccc3ccccc3c21 (configuration not stated)
→ -3.0	-0.3	-10.0	98.0	-5.0	1.6	0.5	-12.0	11.2
6: CCOC(=O)Cn1c(-c2ccccc2)cc(SC)c(C#N)c1=O
→ -12.7	-11.8	-3.0	98.0	2.0	-0.3	-1.7	-10.7	12.0
7: COc1cc2c(cc1OC)C(c1ccc([N+](=O)[O-])cc1)NC(=O)C2 (configuration not stated)
→ -6.4	-0.1	12.7	98.0	-1.0	0.5	-0.1	0.6	11.3
8: CCn1c(SCC(=O)Nc2ccccc2OC)nc(O)cc1=O
→ -2.1	2.3	-4.8	100.0	-3.0	3.1	1.5	-15.8	nt
9: O=C(OCc1ccccc1Cl)c1cccnc1Cl
→ -2.0	6.8	-2.8	104.0	3.0	-0.6	-1.3	-4.9	2.1
10: Oc1ccc(CNCC2COc3ccccc3O2)cc1 (configuration not stated)
→ -8.1	-18.3	1.7	104.0	5.0	1.5	1.4	-10.5	15.8
11: Cc1ccc(S(=O)(=O)NNC(=S)Nc2ccccc2)cc1
→ -1.7	10.6	-4.7	102.0	7.0	0.4	0.2	-7.4	5.8
12: O=C(CN(Cc1cccs1)C(=O)CNS(=O)(=O)c1ccc(F)cc1)NCC1CCCO1 (configuration not stated)
→ -5.6	5.6	-5.1	103.0	4.0	1.9	1.2	1.1	3.2
13: CCOc1ccccc1NC(=S)NCc1ccco1
→ -3.7	3.3	-3.8	99.0	-2.0	0.2	1.5	2.4	2.2
14: Cc1ccc(-c2cc(C(F)(F)F)n3ncc(C(=O)O)c3n2)cc1
→ -1.9	-4.1	0.8	95.0	7.0	nt	nt	nt	6.5
15: COc1ccc(/C=N/NC(=O)c2ccc(Cl)cc2Cl)cc1COC(C)=O
→ -5.0	5.2	-0.2	95.0	1.0	1.1	-1.8	-0.1	23.5
16: O=C1CSC(=Nc2cccc(Cl)c2Cl)N1
→ -3.2	-4.0	-16.9	108.0	3.0	-0.1	-1.2	-14.2	24.6
17: CC(=O)Nc1ccc(-c2csc(NC(=O)Nc3ccccc3)n2)cc1
→ -6.8	6.2	-6.2	98.0	-1.0	nt	nt	nt	12.6
18: CC(C)(C)NC(=O)COC(=O)c1ccccc1C(=O)c1ccccc1
→ -7.9	-12.1	-1.3	84.0	-32.0	0.1	-0.9	-12.9	10.8
19: Cc1cc[n+](-c2[nH]c(=O)sc2/C=N/NC([S-])=Nc2ccccc2)cc1
→ -2.2	31.1*	-1.6	97.0	-1.0	6.0	3.9	-1.4	20.7
20: COc1ccc(NC(=O)Nc2cccc(OC)c2)cc1
→ -3.5	-3.2	2.7	102.0	4.0	1.5	1.2	-10.8	nt
21: NC(=O)c1cc(S(=O)(=O)NC2CCCCC2)co1
→ -3.2	-5.2	-6.4	101.0	0.0	0.3	0.6	-0.1	-4.6
22: CN(CCOc1ccc(Cl)cc1)CC(=O)Nc1ccc(OC(F)F)cc1
→ -8.9	-5.9	38.7*	100.0	0.0	3.2	0.3	-13.4	12.3
23: COc1cccc(CNc2nc3ccccc3n2C(C)C)c1O
→ -8.4	8.3	5.2	98.0	-2.0	nt	nt	nt	19.8
24: CN(c1ccccc1C(=O)Nc1cccc([N+](=O)[O-])c1)S(C)(=O)=O
→ -2.0	-2.3	-12.6	102.0	0.0	1.3	-0.3	-4.8	28.1
25: O=C(c1ccccc1)c1nn(-c2cccc(Cl)c2)ccc1=O
→ -4.7	6.4	1.0	100.0	4.0	0.7	0.1	-6.0	nt
26: O=C(NNc1cc(Cl)cc(Cl)c1)c1c(F)cccc1Cl
→ -3.6	27.4	-10.2	90.0	-26.0	0.6	1.6	-1.6	nt
27: Cc1ccccc1NC(=O)CSc1nc2cc3c(cc2cc1C)CCC3
→ -7.4	6.1	-13.6	85.0	-3.0	0.1	-0.4	-7.7	3.7
28: COC(=O)Cc1c(C)c2ccc(OC3CCCCC3=O)cc2oc1=O (configuration not stated)
→ -0.2	-2.5	4.0	112.0	7.0	nt	nt	nt	4.3
29: CCc1noc(C)c1C(=O)N1CCCC(CCC(=O)NCc2ccc(F)c(F)c2)C1 (configuration not stated)
→ 4.1	-13.0	1.3	103.0	-2.0	0.9	0.1	2.0	2.2
30: O=C1Cc2cc(NS(=O)(=O)c3ccc(F)cc3)cc3c2N1CCC3
→ -6.2	nt	nt	nt	nt	1.1	0.2	-11.1	nt
31: COc1ccc(NC(=S)Nc2nc(CC(=O)Nc3ccccc3OC)cs2)cc1
→ -3.2	14.1	2.2	107.0	1.0	5.0	4.6	-22.6	0.0
32: COc1ccc(CCN(Cc2cccs2)S(=O)(=O)c2ccc(-n3cnnn3)c(OC)c2)cc1OC
→ -8.2	-5.8	5.1	90.0	-11.0	3.4	1.8	-3.5	-2.9
33: CC(=O)c1ccc(NC(=O)Nc2ccc(Br)cc2C)cc1
→ 13.2*	1.9	-15.1	97.0	-5.0	6.0	5.5	-6.0	3.0
34: O=C(c1ccc(Br)o1)N(c1ccc(Br)cc1)C1C=CS(=O)(=O)C1 (configuration not stated)
→ -1.3	6.5	-10.7	102.0	4.0	1.0	1.5	-5.7	35.2
35: Cc1ccc2nc3c(cc(C#N)c(=N)n3Cc3cccnc3)c(=O)n2c1
→ nt	4.6	-6.5	87.0	-15.0	-0.1	-0.5	-3.1	-11.9
36: O=C(Nc1ccc(S(=O)(=O)N2CCOCC2)cc1)c1ccc(F)cc1
→ -4.7	-5.8	-7.5	99.0	0.0	4.6	2.2	-14.0	23.4
37: O=C(COc1ccc2c3c(c(=O)oc2c1)CCC3)N[C@@H](Cc1ccccc1)C(=O)O
→ -0.3	4.1	-1.2	100.0	4.0	0.4	-1.2	-3.5	12.2
38: CS(=O)(=O)N1CCN(c2ccc([N+](=O)[O-])c(SCc3ccco3)c2)CC1
→ 0.1	20.5	1.6	109.0	12.0	0.1	0.4	-17.1	38.3
39: CCOC(=O)c1c(NC(=O)CSc2nccc(=O)[nH]2)sc(C)c1C
→ 14.3*	-13.6	-4.1	94.0	-1.0	0.3	-0.4	-11.0	19.7
40: CN1CCN(c2ccccc2NC(=O)COc2ccc(Br)cc2)CC1
→ -6.5	-1.8	19.5	123.0	10.0	0.1	-0.6	-0.1	21.6
41: OCC1CCCN(C(=S)Nc2ccc(Oc3ccccc3)cc2)C1 (configuration not stated)
→ -8.1	13.0	-9.7	97.0	0.0	5.9	6.3	-11.4	-5.8
42: COc1ccc(NS(=O)(=O)c2cc(NC(=O)c3cc(F)c(F)c(F)c3F)ccc2N2CCCC2)cc1
→ -4.7	4.2	6.0	80.0	-26.0	-0.9	-0.5	-5.1	nt
43: O=c1cc(CN2CCOCC2)nc(C2CC2)[nH]1
→ -2.7	8.2	8.2	110.0	4.0	0.0	-0.3	-2.1	26.4
44: Cc1ccc(-c2nc(C)sc2CC(=O)NCc2ccco2)cc1
→ -4.8	24.4	11.7	105.0	2.0	nt	nt	nt	12.1
45: CCCOC(=O)CC1C(=O)NCCN1Cc1ccc(F)cc1 (configuration not stated)
→ 1.8	-1.5	-9.4	nt	nt	-0.6	0.3	-5.6	-0.1
46: COC(=O)c1ccc(CNC(=O)Cn2cnnn2)cc1
→ -8.8	-1.9	-6.2	97.0	-1.0	nt	nt	nt	5.0
47: O=C(Nc1nc2cc3c(cc2s1)OCCO3)C1=COCCO1
→ 1.5	-2.9	-6.9	89.0	-7.0	0.3	0.5	-4.9	15.8
48: CCS(=O)(=O)NCc1ccc2[nH]c3c(c2c1)CCCC3
→ nt	10.0	2.9	97.0	-3.0	0.4	-1.2	-6.9	-3.0
49: CC(=O)n1cc(N(C(=O)CCl)c2ccc(Cl)cc2)c2ccccc21
→ nt	5.2	17.2	93.0	-2.0	1.4	1.6	-2.5	7.0
50: Cc1nnc(NCc2n[nH]c(=O)c3ccccc23)c2ccccc12
→ -5.1	1.4	21.7*	41.0*[inhibitor]	-6.0	0.4	1.5	1.1	11.5
51: CCCCn1c(N)c(N(CCOC)C(=O)c2ccc(Cl)c(S(=O)(=O)N3CCCC3)c2)c(=O)[nH]c1=O
→ -0.9	3.2	-2.4	110.0	9.0	0.7	-0.3	-3.6	-3.2
52: CCn1c(=O)c(C(=O)NCc2ccccc2OC)c(O)c2ccccc21
→ -9.3	-2.2	-14.8	110.0	18.0	0.2	-0.8	-11.8	-14.6
53: COC(=O)CNC(=O)CN1C(=O)NC2(CCCc3ccccc32)C1=O (configuration not stated)
→ -4.7	0.9	-12.7	104.0	8.0	0.9	0.8	-17.1	1.7
54: O=C(OCCc1cc2ccccc2c(=O)o1)c1ccc(F)cc1
→ -2.0	nt	nt	nt	nt	2.0	-0.6	0.8	nt
55: COC(=O)c1cccc(S(=O)(=O)N(Cc2ccco2)Cc2cc3ccc(OC)cc3[nH]c2=O)c1
→ -4.2	4.0	-0.6	101.0	5.0	1.7	3.2	-12.4	-2.0
56: Cc1ccsc1/C=N/N=C/c1sccc1C
→ -8.8	0.1	-25.9	105.0	10.0	-0.2	-2.3	-12.4	27.0
57: COc1ccc(N2CC(NC(=O)c3ccc4ccccc4c3)CC2=O)cc1OC (configuration not stated)
→ -5.5	nt	nt	nt	nt	1.5	1.8	1.3	nt
58: CCOC(=O)N1CCC(Nc2c(Nc3ccc(C)c(C)c3)c(=O)c2=O)CC1
→ -3.2	-3.9	4.1	104.0	9.0	-0.3	-1.3	-3.2	12.1

Shown as a markdown table: entries from further up.
| No. | SMILES | GalR3 antag | M18AAP inhibitor | GPR7 antag | MEKK2wt PB1 HTS | MEKK2 mut-MEK5 | V1aR counter | OXTR agonist | OXTR potentiator | NALP1 inh |
| --- | --- | --- | --- | --- | --- | --- | --- | --- | --- | --- |
| 43 | O=c1cc(CN2CCOCC2)nc(C2CC2)[nH]1 | -2.7 | 8.2 | 8.2 | 110.0 | 4.0 | 0.0 | -0.3 | -2.1 | 26.4 |
| 46 | COC(=O)c1ccc(CNC(=O)Cn2cnnn2)cc1 | -8.8 | -1.9 | -6.2 | 97.0 | -1.0 | nt | nt | nt | 5.0 |
| 6 | CCOC(=O)Cn1c(-c2ccccc2)cc(SC)c(C#N)c1=O | -12.7 | -11.8 | -3.0 | 98.0 | 2.0 | -0.3 | -1.7 | -10.7 | 12.0 |
| 2 | COc1cccc(NC(=O)Cn2c(CCC(=O)O)ccc2-c2cccs2)c1 | -2.1 | -2.3 | -5.5 | 83.0 | -12.0 | 1.4 | -0.1 | -15.5 | -0.4 |
| 35 | Cc1ccc2nc3c(cc(C#N)c(=N)n3Cc3cccnc3)c(=O)n2c1 | nt | 4.6 | -6.5 | 87.0 | -15.0 | -0.1 | -0.5 | -3.1 | -11.9 |

Source: PubChem
